# Screens deposited in PubChem by several laboratories.
# MC4R antagonist – MC4R antagonists of cAMP signaling, primary screen, cell-based, TR-FRET, antagonist arm of biased-ligand search | Melanocortin receptor 4 (Homo sapiens), P32245 | MC4R-expressing cells, MTII-stimulated cAMP, LANCE TR-FRET | inhibition, % at 6.5 µM | 360,000 tested, 0.48% active;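 active = inhibition above its plate's cutoff, the mean of tested wells on that plate plus 3 SD, cut at about 29% in these data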;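 note: 0% = Melanotan II alone and 100% = Melanotan II plus saturating MCL0020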
#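 Test system: U2OS cells stably expressing human melanocortin 4 receptor (MC4R); also added: Melanotan II challenge; compound: 6.5 µM single dose; timing: 30-min compound preincubation, 1-h Melanotan II challenge, 1-h detection, room temperature; signal: Eu-cAMP/anti-cAMP TR-FRET, emission 671 nm; repeats: one well per compound, no replicates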
# ABHD5 PLIN5 PPI – ABHD5-PLIN5 interaction inhibitors, primary screen, cell lysate, split luciferase complementation, luminescence | Split G. princeps luciferase complementation, 4 h | inhibition, % at 4 µM | 360,000 tested, 0.78% active;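 active = inhibition above the mean inhibition across every tested compound plus 3 SD, cut at about 22% in these data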;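 note: 0% = DMSO only wells and the 100% control is not disclosed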
# Target sequence (Q00G26 whole entry, looked up): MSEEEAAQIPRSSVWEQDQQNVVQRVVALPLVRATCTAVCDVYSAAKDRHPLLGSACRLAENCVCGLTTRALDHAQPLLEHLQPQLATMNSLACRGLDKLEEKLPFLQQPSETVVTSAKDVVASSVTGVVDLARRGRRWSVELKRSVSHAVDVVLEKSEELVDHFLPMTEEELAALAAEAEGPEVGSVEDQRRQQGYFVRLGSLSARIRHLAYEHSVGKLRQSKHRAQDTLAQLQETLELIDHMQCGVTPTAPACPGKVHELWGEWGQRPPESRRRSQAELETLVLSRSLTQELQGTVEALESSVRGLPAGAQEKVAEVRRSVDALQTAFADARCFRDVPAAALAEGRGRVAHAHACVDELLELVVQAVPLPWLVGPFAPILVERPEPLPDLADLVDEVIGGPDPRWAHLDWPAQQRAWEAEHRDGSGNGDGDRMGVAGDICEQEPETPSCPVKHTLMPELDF
# Target sequence (Q8WTS1 whole entry, looked up): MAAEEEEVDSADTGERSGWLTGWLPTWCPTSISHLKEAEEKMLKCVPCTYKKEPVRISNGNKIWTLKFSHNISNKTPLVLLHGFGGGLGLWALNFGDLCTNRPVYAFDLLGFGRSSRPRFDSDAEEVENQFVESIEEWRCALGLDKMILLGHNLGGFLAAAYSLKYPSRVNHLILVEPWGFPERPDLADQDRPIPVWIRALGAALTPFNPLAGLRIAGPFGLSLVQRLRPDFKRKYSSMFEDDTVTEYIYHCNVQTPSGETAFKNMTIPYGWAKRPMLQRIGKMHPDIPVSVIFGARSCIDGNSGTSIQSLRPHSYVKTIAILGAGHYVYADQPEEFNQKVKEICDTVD
# MC4R barr agon – MC4R agonists recruiting beta-arrestin, primary screen, cell-based, luminescence, agonist arm of biased-ligand search; Melanocortin receptor 4 (Homo sapiens), P32245; U2OS MC4R beta-arrestin complementation; percent of melanotan II response, DMSO zero; activation, % at 8.9 µM; 360,000 tested, 0.98% active;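 active = activation above a per-plate cutoff, the mean activation of sample wells on that plate plus 3 SD, cut at about 8% in these data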
# CaV13 ICDI inh – Primary screen for inhibitors of IQ motif and Ca2+-dependent inactivation inhibitor domain binding in CACNA1D, Förster resonance energy transfer in living cells, … | HEK cells, CFP/YFP FRET ICDI-IQ, plate reader, 10 min; percent FRET-ratio fall versus neutral wells | inhibition, % at 12.3 µM | 340,000 tested, 0.098% active;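 active = mean replicate inhibition of at least 30% and at least 1% of replicates passing that level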;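 note: 0% = median of the neutral control wells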
# Cardio protect – cardioprotection against H2O2-induced cell death, primary screen, uHTS, H9c2 cells, ATPLite luminescence; 360,000 tested, 0.63% active; H9c2 cardiomyocytes, H2O2 injury protection, 2 h; protection from H2O2 cell death, % at 20 µM;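 active = compounds giving at least 50% protection of heart cells from peroxide-induced death in the single-dose screen, raw or plate-pattern-corrected value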;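 note: 0% = DMSO wells with peroxide and 100% = DMSO wells without peroxide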
# Granule exo inh – LAMP-1 surface exposure blockers, TALL-104 cells – cell-based, flow cytometry, MLPCN library, primary screen; inhibition, % at 10 µM; TALL-104 LAMP-1 surface exposure; cells stimulated with thapsigargin and PMA; 360,000 tested, 0.66% active;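 active = inhibition above about 55%, limit read from the data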
# Glyco luc inh – increase of ERlucT glycosylation luciferase signal, primary screen, N-linked glycosylation inhibitor project, D54 ERlucT cells, luminescence, set 2 | reporter increase, % at 12.5 µM | D54 ERlucT glycosylation luciferase reporter, 24 h; percent of 100 nM tunicamycin response | AID 588692, 2011 | 360,000 tested, 0.23% active;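 active = mean luciferase reporter signal, scaled so untreated is 0 and the glycosylation-blocking control 100, at or above a set limit in every replicate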;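 note: luciferase carries N-glycosylation sites so blocking glycosylation raises the light; 0% = median of neutral control wells and 100% = median of 100 nM tunicamycin wells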
# HTR2A ag – mouse Htr2a agonists via beta-arrestin recruitment, primary screen, cell-based, luminescence; CHO-K1 mHTR2A beta-arrestin complementation; percent of 30 µM serotonin response; activation, % at 7.6 µM; 360,000 tested, 0.66% active; AID 624169, 2012;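 active = activation above a run cutoff, the mean activation of all tested compounds plus 3 SD, cut at about 14% in these data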;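 note: 0% = plate median of compound wells and 100% = 30 µM serotonin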
# ABCB6 inh 2 – ABCB6 transporter inhibitors, primary screen, K562-ABCB6 cells, flow cytometry, MLPCN library. K562-ABCB6 porphyrin accumulation, 1 h; stronger effect = lower value. fluorescence ratio to DMSO, % at 10 µM. 360,000 tested, 0.19% active. ATP-binding cassette sub-family B member 6 (Homo sapiens), Q9NP58;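 active = fluorescence ratio to DMSO below 75%, the collection mean minus 3 SD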;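 note: signal is porphyrin accumulated inside mitochondria; 100% equals median channel fluorescence of DMSO control wells; lower ratio means ABCB6 inhibition with less porphyrin fluorescence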
# PDI inh – inhibitors of human PDI, primary screen, biochemical, turbidity, single point, plate reader; 350,000 tested, 0.052% active; PDI insulin aggregation turbidity, A650, 90 min; inhibition, % at 10 µM; Protein disulfide-isomerase (Homo sapiens), P07237;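 active = mean inhibition across replicates of 30% or more, whatever share of single replicates reach that level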;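 note: absorbance from insulin aggregation driven by PDI reduction with DTT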
# An asterisk follows results filed as active; / = not tested or not shown.
smiles | MC4R antagonist | ABHD5 PLIN5 PPI | MC4R barr agon | CaV13 ICDI inh | Cardio protect | Granule exo inh | Glyco luc inh | HTR2A ag | ABCB6 inh 2 | PDI inh
CCOc1cc(C(=O)CCC(=O)OCC(=O)Nc2ccc(C)c(S(=O)(=O)N(C)C)c2)ccc1O | 9 | -2 | -2.5 | 7 | -5 | -4 | 2 | 6 | 98 | -6
O=C1CC(Sc2ccc(Cl)cc2)C(=O)N1c1ccc2c(c1)OCCO2 (stereo unspecified) | 10 | 3 | 1.0 | 6 | -10 | 7 | 3 | 8 | 95 | 11
COc1ccc(OC)c(CNC(=O)c2[nH]c(C(F)(F)F)nc2-c2ccccc2)c1 | / | -5 | / | -7 | 8 | -6 | 3 | 1 | 105 | /
CCCCCNC(=O)c1c[nH]c2ccc(S(=O)(=O)N3CCC4(CC3)OCCO4)cc2c1=O | 4 | -3 | 0.7 | -3 | 0 | 3 | 1 | -5 | 89 | -1
Cc1cc(C(=O)OCC(=O)N2CC(C)OC(C)C2)c2ccccc2n1 (stereo unspecified) | 3 | -4 | -3.3 | -6 | 2 | 3 | 1 | -1 | 101 | 2
CCN(CC)CCNC(=O)c1ccc2c(=O)n(CCc3ccccc3)c(=O)[nH]c2c1 | 1 | 7 | 0.2 | -4 | 6 | 1 | -5 | -3 | 92 | -7
COc1ccccc1NC(=O)C(C)OC(=O)C1CCN(S(=O)(=O)c2ccccc2C(F)(F)F)CC1 (stereo unspecified) | 20 | -11 | 1.0 | -18 | -1 | -4 | 0 | -3 | 99 | -8
O=c1[nH]cc(NCCc2ccccc2)c(=O)[nH]1 | 11 | -11 | -0.2 | -5 | 5 | 4 | 3 | 4 | 102 | 4
Cc1cccc(NC(=O)COC(=O)c2ccc3c(=O)n4c(nc3c2)CCC4)c1 | 17 | 0 | -1.0 | -4 | 16 | 0 | -1 | 0 | 102 | 4
Cn1cnnc1SCc1ccc(C(=O)N=Nc2c(O)n(Cc3ccc(Cl)cc3)c3ccccc23)cc1 | 2 | 22 | -1.4 | -3 | 54* | 6 | 15 | -4 | 102 | -3
CCCCCCCCCCCC(=O)NC(C(=O)O)C(O)c1ccccc1 (stereo unspecified) | 2 | 2 | -1.4 | -6 | 1 | 8 | 3 | 1 | 99 | 0
CCN(CC(=O)Nc1ccc(OC)cc1)C(=O)Cc1coc2cc(C)c(C)cc12 | 12 | 2 | -0.2 | -3 | 5 | 4 | -1 | 3 | 95 | 8
COCCNC(=O)/C(C#N)=C/c1ccc(OCc2ccc(F)cc2)cc1 | 3 | 14 | -4.0 | -7 | -20 | -6 | -4 | -1 | 89 | 0
CCN(CC(=O)Nc1ccc(NC(C)=O)cc1)C(=O)/C=C/c1ccc(C)o1 | 10 | 8 | 0.0 | -2 | -4 | -4 | -1 | 6 | 93 | 12
Cc1ccc(NC(=S)NNC(=O)c2ccccc2OC(F)F)cc1 | -2 | -5 | -3.1 | -6 | 1 | 4 | 8 | 1 | 97 | 7
CCOc1ccc(-c2nnn(CCC(=O)O)n2)cc1OC | 2 | 2 | -2.3 | -3 | -1 | -1 | -1 | -2 | 95 | -7
CCN(CC(=O)Nc1c(F)cccc1F)C(=O)COc1ccc2c(c1)CCC2 | 17 | 8 | 0.0 | -2 | -3 | 4 | 1 | 1 | 98 | -6
CCc1ccc(NC(=O)CNC(=O)c2cn(-c3ccccc3OC)c(=O)c3ccccc23)cc1 | 5 | -3 | 0.9 | -4 | 3 | -2 | -2 | -1 | 95 | -3
COc1ccc(S(=O)(=O)Nc2ccc(C)c(S(=O)(=O)N3CCOCC3)c2)cc1[N+](=O)[O-] | 1 | 6 | -4.5 | -5 | -2 | 2 | 0 | 5 | 98 | -2
CC(=O)Nc1ccc(NC(=O)COC(=O)c2ccccn2)cc1 | -1 | 0 | -2.4 | 0 | -8 | -2 | 1 | -2 | 95 | 7
O=c1[nH]snc1-c1c(Cl)cccc1Cl | 16 | -3 | 0.4 | / | 2 | -1 | 1 | -1 | 95 | /
[O-]/C(=C(\C(=S)NCc1ccco1)[n+]1ccccc1)c1ccccc1Br | -9 | -1 | 0.5 | / | 20 | 1 | 1 | 2 | 107 | 15
Cc1ccc(/C=C2\CCC(C3CCCC3)C2=O)cc1 (stereo unspecified) | 2 | 4 | 0.0 | -3 | -8 | -2 | -5 | -2 | 93 | -1
CCOc1cc(/C=N/NC(=O)c2ccc(CSc3nncn3C)cc2)ccc1OCC(=O)N1CCOCC1 | 1 | -4 | -1.3 | 4 | 2 | 0 | 1 | -2 | 96 | 0
Cc1ccccc1OCC(=O)Nc1ccc(N2CCN(C)CC2)c(Cl)c1 | -1 | -1 | -0.3 | -2 | -1 | 28 | -2 | -5 | 94 | -12
CC(=O)N1CCCc2cc(S(=O)(=O)N3CCc4ccccc4C3)ccc21 | 18 | -1 | 0.1 | -5 | 1 | 1 | -2 | -5 | 115 | 6
O=C(Nc1ccccc1)[C@@H]1CC=C[C@@H]2CCN(C3CCCCC3)C(=O)[C@@H]21 | 9 | 9 | -2.3 | -6 | -4 | -6 | -1 | -3 | 96 | 4
COc1ccc(CCCC(=O)Nc2cc(C)ccc2OC)cc1 | -4 | -9 | -0.7 | 23 | 8 | -9 | -1 | -4 | 94 | 2
O=[N+]([O-])C1C(c2ccccc2)C12c1ccccc1-c1ccccc12 (stereo unspecified) | -15 | 5 | 0.2 | / | -4 | 0 | 16 | 1 | 101 | -6
COc1ccc2c(c1)OC[C@H]1[C@H]2N2C(=O)c3ccc(F)cc3NC(=O)[C@@]2(C)[C@H]1c1ccccc1 | 12 | 0 | 2.2 | -5 | -8 | 11 | 20 | 3 | 100 | -6

# (continued)
# Each structure is followed by: MC4R antagonist	ABHD5 PLIN5 PPI	MC4R barr agon	CaV13 ICDI inh	Cardio protect	Granule exo inh	Glyco luc inh	HTR2A ag	ABCB6 inh 2	PDI inh
- O=C(Nn1c(-c2ccccc2)nc2ccccc2c1=O)C1CCC1
    13	3	-2.1	-5	2	-3	0	1	99	-1
- Cc1cc(N2CCCCC2)nc(N)n1
    -1	0	-2.9	-3	8	1	3	0	105	-6
- COc1ccc(OCC(=O)Nc2c(C(=O)N3CCC(N4CCCCC4)CC3)oc3ccccc23)cc1
    -1	6	-1.7	-6	12	4	-8	-7	94	-2
- O=C(Cn1cc(COc2ccc(Cl)c(Cl)c2)nn1)NS(=O)(=O)c1ccccc1C(F)(F)F
    5	1	-0.5	-4	2	10	3	1	94	1
- COc1cccc(-c2nnc3sc(-c4cccs4)nn23)c1
    -2	-5	-0.1	-4	8	9	-5	-1	99	5
- Cc1cc(O)c(NC(=O)c2cccc([N+](=O)[O-])c2)cc1C
    -2	-3	2.3	7	3	-4	-2	-1	97	-11
- O=C(CCC(=O)N1CCOc2ccccc21)Nc1ccccc1Br
    -2	-8	2.4	9	-2	3	-1	-1	98	/
- S=c1[nH]nc(-c2ccco2)n1/N=C/c1c(Cl)cccc1Cl
    17	-2	0.6	-5	-4	-1	1	1	100	-5
- CCOC(=O)N1CCN(C(=O)C2CCN(S(=O)(=O)c3ccc(Cl)cc3)CC2)CC1
    0	-1	-2.2	-5	1	10	1	4	99	6
- CC(=O)N1c2c(cc(Br)cc2S(=O)(=O)N2CCOCC2)CC1C (stereo unspecified)
    6	-6	-2.0	-4	6	-2	2	-8	92	10
- COc1ccc(S(=O)(=O)N(C)c2ccc(C(=O)Nc3ccccc3C(=O)N3CCOCC3)cc2)cc1OC
    4	1	-1.6	-5	13	-1	0	8	94	1
- Cc1ccc(NC(=O)CC(=O)NCCN2CCOCC2)cc1
    1	3	-1.1	-11	5	-1	2	1	101	-6
- CN(c1ccccc1)S(=O)(=O)c1cccc(NS(=O)(=O)c2ccc(/C=C/C(=O)O)cc2)c1
    4	0	0.3	5	6	-2	0	4	97	3
- Cc1cccc(NC(=O)CSc2nc3[nH]ncc3c(=O)[nH]2)c1C
    2	-3	-0.9	-14	3	0	4	0	95	-1
- Cc1ccc(C(C(=O)NCC2CCCO2)N(C(=O)c2snc(C(N)=O)c2N)c2ccc(C(C)C)cc2)o1 (stereo unspecified)
    29*	0	3.5	-2	4	6	5	-2	98	-3
- Cc1ccc(C)c(NC(=O)CN(C)C(=O)[C@@H](NC(N)=O)C(C)C)c1
    -3	6	-0.3	-5	6	5	3	-3	93	3
- O=C(NC(Cc1ccccc1)C(=O)O)/C(=C\c1ccccc1)NC(=O)c1ccc(Br)o1 (stereo unspecified)
    7	0	-4.7	/	3	-2	2	5	103	-11
- NC(=O)C1CCN(C(=O)c2ccc(NS(=O)(=O)/C=C/c3ccccc3)cc2)CC1
    7	7	-0.7	-7	0	12	1	0	97	2

# Seven entries picked at random from those above:
# Each structure is followed by: MC4R antagonist	ABHD5 PLIN5 PPI	MC4R barr agon	CaV13 ICDI inh	Cardio protect	Granule exo inh	Glyco luc inh	HTR2A ag	ABCB6 inh 2	PDI inh
- O=C(Cn1cc(COc2ccc(Cl)c(Cl)c2)nn1)NS(=O)(=O)c1ccccc1C(F)(F)F
    5	1	-0.5	-4	2	10	3	1	94	1
- CCOc1ccc(-c2nnn(CCC(=O)O)n2)cc1OC
    2	2	-2.3	-3	-1	-1	-1	-2	95	-7
- O=C(NC(Cc1ccccc1)C(=O)O)/C(=C\c1ccccc1)NC(=O)c1ccc(Br)o1 (stereo unspecified)
    7	0	-4.7	/	3	-2	2	5	103	-11
- Cc1ccc(C)c(NC(=O)CN(C)C(=O)[C@@H](NC(N)=O)C(C)C)c1
    -3	6	-0.3	-5	6	5	3	-3	93	3
- O=c1[nH]snc1-c1c(Cl)cccc1Cl
    16	-3	0.4	/	2	-1	1	-1	95	/
- O=C(Nc1ccccc1)[C@@H]1CC=C[C@@H]2CCN(C3CCCCC3)C(=O)[C@@H]21
    9	9	-2.3	-6	-4	-6	-1	-3	96	4
- O=[N+]([O-])C1C(c2ccccc2)C12c1ccccc1-c1ccccc12 (stereo unspecified)
    -15	5	0.2	/	-4	0	16	1	101	-6
